# hcGAS inh: blocks human cGAS activity. 0.081% of 290,000 active. inhibition, % at 12.5 µM. Q8N884. recombinant h-cGAS, ATP depletion, Kinase-Glo luminescence. AID 1259398;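 also: 0% = vehicle reaction and 100% = reaction without DNA for no activity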
# Target sequence (Q8N884 whole entry, looked up): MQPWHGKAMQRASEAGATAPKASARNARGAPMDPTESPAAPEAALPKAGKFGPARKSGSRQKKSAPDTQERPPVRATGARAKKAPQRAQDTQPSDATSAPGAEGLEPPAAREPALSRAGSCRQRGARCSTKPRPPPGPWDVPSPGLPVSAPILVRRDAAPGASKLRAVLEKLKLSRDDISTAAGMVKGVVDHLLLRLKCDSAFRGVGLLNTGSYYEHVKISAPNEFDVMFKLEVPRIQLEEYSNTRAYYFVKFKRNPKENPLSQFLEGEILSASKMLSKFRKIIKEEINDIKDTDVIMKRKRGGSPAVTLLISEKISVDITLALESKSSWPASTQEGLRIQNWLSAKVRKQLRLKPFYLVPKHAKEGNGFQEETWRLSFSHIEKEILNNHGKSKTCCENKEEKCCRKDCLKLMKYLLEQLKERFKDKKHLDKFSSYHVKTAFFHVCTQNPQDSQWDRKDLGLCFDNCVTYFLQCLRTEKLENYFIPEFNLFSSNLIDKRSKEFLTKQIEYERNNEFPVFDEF
# NPYLR7 ag: mosquito NPYLR7 agonism | HEK293T NPYLR7/Galpha15, GCaMP6s calcium fluorescence | activation, % at 10 µM | 0.15% of 270,000 active; in the data active = activation above about 40%;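 also: 0% = vehicle and 100% = reference agonist at the receptor; some compounds past the cut are filed as inactive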
# mcGAS inh: inhibitors of mouse cGAS; Q8C6L5; inhibition, % at 12.5 µM; recombinant cGAS, Kinase-Glo ATP depletion luminescence; 0.15% of 160,000 active;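 also: 0% = negative control wells and 100% = reference inhibitor with no enzyme activity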
# The depositor's hits bear a star; x = not tested or not shown; & = joins results of further samples. Rule as the data show it, unless noted: active = inhibition above about 40%; inactive = the rest. The order is random. About 0.26% of those tested had a hit in this group.
SMILES,hcGAS inh,NPYLR7 ag,mcGAS inh
CCOC(=O)C1(Cc2cccc(Cl)c2)CCCN(Cc2cccn2-c2ncccn2)C1 (stereo not given),-3,12,-3
Cc1ccccc1-c1nc(CN2CCC(O)(Cn3ccnc3)CC2)c(C)o1,6,-3,x
Cc1cc(C(=O)NC2CCCCC2)ccc1NC(=O)c1ccn(C)c(=O)c1,-8,20,-17
CCCCS(=O)(=O)N[C@@H]1CN(Cc2ccccn2)C[C@H]1CN(C)C,-15,x,-6
CCOC(=O)c1cc(-c2ccc(OC)cc2)n(C2CCN(C(=O)c3c(-c4ccccc4Cl)noc3C)CC2)n1,-3,3,-6
Oc1c(N=Nc2nc3ccccc3[nH]2)c2cccc3c2n1CCC3,-1,-1,-4
COCCN1CCCC(O)(CN2CCN(Cc3nccn3C)CC2)C1=O (stereo not given),-3,23,x
CCCCN(C)S(=O)(=O)NCC1CCS(=O)(=O)C1 (stereo not given),-1,-20,x
CCCCN1CCCCC1c1nc(C(C)C)no1 (stereo not given),-5,x,-4
CCc1nc2ccc(C(=O)Nc3ccc(NC(C)=O)cc3)cn2c1N(CC)CCOC,-9,-5,-4

# Compound profiles (already shown). Values in the order: hcGAS inh, NPYLR7 ag, mcGAS inh
# Profile of CCCCS(=O)(=O)N[C@@H]1CN(Cc2ccccn2)C[C@H]1CN(C)C = -15, x, -6
# Profile of CCOC(=O)C1(Cc2cccc(Cl)c2)CCCN(Cc2cccn2-c2ncccn2)C1 (stereo not given) = -3, 12, -3
# Profile of Cc1cc(C(=O)NC2CCCCC2)ccc1NC(=O)c1ccn(C)c(=O)c1 = -8, 20, -17

# More records.
SMILES,hcGAS inh,NPYLR7 ag,mcGAS inh
Cc1ccc(F)c(Oc2cc(N3CCN(C(=O)c4ccc(Cl)cc4Cl)CC3)ncn2)c1,-7,-1,-3
CC(C(=O)NCC1CCCO1)N1CCc2nn(C(C)C)c(=O)cc2C1 (stereo not given),8,13,x
Cc1ccc(-n2ncc3c(=O)n(NC(=O)CCC4CCCCC4)cnc32)cc1,9,26,x
CC(C)(C)c1ccc(NC(=O)NCCn2ncccc2=O)cc1,-5,-13,-11
Cc1cccc(C2SCC(=O)N2CC(=O)N2CCOCC2)c1 (stereo not given),-3,9,-4
COCCOC(=NCCN(C)C)NC(=O)c1ccc2c(c1)OCO2,-6,5,-4
Cc1nc2c(OCc3ccc(C(F)(F)F)cc3)cccn2c1N(C)CC1CC1,0,9,-1
COc1ccc(CCN2CCCC(CN(C)Cc3cccc4c3OCO4)C2)cc1 (stereo not given),-10,4,x
Cc1ccc(NC2=NC3(N=C(N)N2)C(=O)N(C)c2ccccc23)cc1 (stereo not given),-1,-3,x
Cc1nccn1-c1ccccc1CNC(C)Cn1ccnc1 (stereo not given),-6,8,-12
N#Cc1cccc(NC(=O)N2CCN(c3nc(Cc4ccccc4)ns3)CC2)c1,-5,-6,-6
CS(=O)(=O)c1ccc(-c2cc(NCCO)nc3[nH]ccc23)cc1,2,27,-19
COc1ccc(NC(=O)c2cccc(CN3C[C@@H](C)O[C@@H](C)C3)c2)cc1,-6,3,-13
Cc1cn2c3c(=O)[nH]c(=O)n(C)c3nc2n1-c1ccc(N(C)C)cc1,-3,-1,x
CCCCC(CC)C(=O)Nc1c(-c2cccc(OC)c2)nc2ccccn12 (stereo not given),-4,-11,-4
CCc1nc(CNC(=O)C2CCC(=O)N(CCN3CCOCC3)C2)cs1 (stereo not given),-6&-5,5&3,x
Cc1nn(C)c2ncc(C(=O)N3CCCN(c4nc5ccccc5nc4-c4ccccc4)CC3)c(Cl)c12,-9,5,-6
CC(=O)c1cc(C(=O)NCCC(O)(c2nccn2C)C(F)(F)F)n(C)c1 (stereo not given),8,2,x
Cc1ccc(Sc2c(N)c3c(c(N)c2Sc2ccc(C)cc2)C(=O)c2ccccc2C3=O)cc1,-4,-4,-5
COCC(=O)Nc1ccc(N(C)C)c(CN(Cc2ccco2)C(=O)c2ccco2)c1,-5,1,-3

# Retrieved by compound from above (seven):
SMILES,hcGAS inh,NPYLR7 ag,mcGAS inh
Cc1ccc(Sc2c(N)c3c(c(N)c2Sc2ccc(C)cc2)C(=O)c2ccccc2C3=O)cc1,-4,-4,-5
COCC(=O)Nc1ccc(N(C)C)c(CN(Cc2ccco2)C(=O)c2ccco2)c1,-5,1,-3
CCc1nc(CNC(=O)C2CCC(=O)N(CCN3CCOCC3)C2)cs1 (stereo not given),-6&-5,5&3,x
CCCCC(CC)C(=O)Nc1c(-c2cccc(OC)c2)nc2ccccn12 (stereo not given),-4,-11,-4
CC(=O)c1cc(C(=O)NCCC(O)(c2nccn2C)C(F)(F)F)n(C)c1 (stereo not given),8,2,x
Cc1nn(C)c2ncc(C(=O)N3CCCN(c4nc5ccccc5nc4-c4ccccc4)CC3)c(Cl)c12,-9,5,-6
N#Cc1cccc(NC(=O)N2CCN(c3nc(Cc4ccccc4)ns3)CC2)c1,-5,-6,-6

# New compounds follow
SMILES,hcGAS inh,NPYLR7 ag,mcGAS inh
COc1cccc(-c2cccc(-c3ccc(NC(=O)CCc4ccccc4)cc3)n2)c1,-7,-2,-7
CC1=Nc2ccccc2N(CCC#N)C(=O)C1,2,0,x
COc1cc(-c2nc(C=Nc3ccc(C)c(Cl)c3)c(O)o2)cc(OC)c1OC,-6,0,x
O=c1c2cccnc2cnn1Cc1cccc(OCC(F)(F)F)c1,-5,-5,-15
c1cc(-c2noc(CC3CCCCC3)n2)ccn1,-3,7,-4
CC1(C)O[C@@H]2C[C@@](OCc3cccc(F)c3)(C(=O)NCC3CCCO3)CC(OCc3cccc(Cl)c3)[C@@H]2O1 (stereo not given in full),-3,10,-5
O=c1cc(CNc2ccc(Br)c(C(F)(F)F)c2)nc2sccn12,-8,1,-8
O=C(Nc1cccs1)Nc1nc(CN2CCc3ccccc3C2)cs1,-14,0,x
Cc1ccc(-n2nnc3c(N4CCN(C(=O)CCC5CCCC5)CC4)ncnc32)cc1,-5,0,-10
CC(=O)N[C@@H]1C[C@H](Cc2ccccc2)O[C@H](c2cc(C)cc(F)c2)C1,2,-3,3
CC1CCN(C(=O)CCc2nc(-c3ncn[nH]3)no2)C2CCCCC12 (stereo not given),-9,0,x
NC1=NC(=O)C(=Cc2ccc3c(c2)OCO3)S1,-7,1,x
CCOC(=O)C(C)Nc1ccc(CC(=O)N(C)C)cc1 (stereo not given),-17,-6,x
CC(=O)C(C)Oc1ccc2c(-c3ccccc3)cc(=O)oc2c1 (stereo not given),0,-6,-2
COc1ccc(-n2c(CCC(=O)N3CCc4ccccc4C3)ccc2-c2ccc(Cl)cc2)cc1,-1,-3,-3
Cc1cc(C(=O)N(Cc2cccnc2)c2nc3ccc(Cl)cc3s2)on1,-5,2,-9
COc1cc(C=C2N=C(c3cc(C)cc(C)c3)OC2=O)cc(Cl)c1OCC(N)=O,-4,-5,x
CC(C)(C)C(=O)NCCC(=O)OC1CCCS(=O)(=O)C1 (stereo not given),-17,1,x
COc1ccc(-n2nc(-c3ccccc3)cc2NC(=O)CN(C(C)C)S(=O)(=O)c2ccc(C(C)(C)C)cc2)cc1,5,-12,1
NC(=O)NC(=O)CSC1CCCC1,-8,26,x
O=c1cc(CN2CCN(S(=O)(=O)c3ccc(C(F)(F)F)cc3Cl)CC2)occ1OCc1cccc(F)c1,-8,25,-5
CCOC(=O)N[C@H]1C[C@@H](C(=O)NCCc2cccc(Cl)c2)N(C)C1,-8,-1,-18
CC1=CC[C@@H]2CN(C(=O)CSc3nnnn3C)C[C@@H]2C1,-3,-1,x
Cn1ccnc1-c1ccc(N2CCc3onc(-c4ccccc4F)c3C2)nn1,-5,16,x
COc1ccc(CC2CCN(C(=O)Nc3ccc(C)cc3)CC2)cc1,-6,2,-5
N#CCN(N=Nc1ccccc1)c1ccccc1,-21,17,-7
O=C(Nc1ncc(Cc2c(Cl)cccc2Cl)s1)c1cccnc1,-3,4,-7
O=C1NC(=O)N(c2ccccc2)C(=O)/C1=C/c1cccs1,-4,-10,-7
O=C(CCCS(=O)(=O)c1ccccc1)N1CCN(c2nc3c(F)cc(F)cc3s2)CC1,-7,6,-8
CCNc1ccnc(N(C)CC2(CO)CCC2)n1,1,3,x
O=C(O)c1cn(CCc2ccccc2)nn1,-1,5,-8
COc1cc(/C=C(\C#N)C(N)=O)cc(CSc2nc3ccccc3s2)c1O,3,-9,x
CCOc1ccccc1CCNC(=O)C(=O)Nc1cccc(F)c1,-3,-3,-8
CN(c1ccccc1C(N)=O)S(=O)(=O)c1cc(F)ccc1F,-2,3,x
CC(C)CCC(=O)Nc1cc(C(C)(C)C)nn1-c1cccc(F)c1,0,12,-7
O=C(Oc1coc(CSc2nnc(NC(=O)C3CC3)s2)cc1=O)c1cc2ccccc2o1,-4,2,-7
Cc1ccc(S(=O)(=O)N2CCCCC2)cc1NC(=O)c1cccs1,-11,4,x
COc1ccc(C)cc1NC(=O)c1nn(-c2ccc(C)cc2)c(=O)cc1OC,-6,9,-8
Cc1ccoc1C(=O)N1CCn2c(C(N)=O)cnc2C1,-7,35,x
CC(=O)C(C)n1c(CN2CCCCC2)nc2c1c(=O)n(C)c(=O)n2C (stereo not given),-7,-3,x
CC1CN(C(C)c2nc3cc(Cl)ccc3c(=O)n2C)CCN1 (stereo not given),-8,9,x
CC(C)Cn1cnc2c1c(=O)n(CC(=O)Nc1ccon1)c(=O)n2CC(C)C,-4,2,x
CN(C)C(=O)C(=O)c1cn(C)c2cc(Cl)c(C(=O)N3CCC(Cc4ccc(F)cc4)CC3)cc12,-2,-18,x
CC1CCN(C(=O)C2CCN(C(=O)c3ccc(Br)cc3)CC2)CC1,0,2,-4
Cn1cc(CCNC(=O)c2cc(COc3ccc4c(c3)CCCC4)on2)cn1,-9,12,x
COc1cn(CC(=O)NC(C)(C)C)c(CN2CCCCC2)cc1=O,-10,-4,-9
Cc1occc1-c1nnc(SCC(=O)N(C)Cc2ccccc2F)n1C,-2,-7,x
O=C(Nc1ccc(N2CCN(C(=O)CCN3CCCCC3)CC2)nc1)c1ccc(F)cc1,-4,22,-7
CC(=O)c1ccc(N=Nc2c(-c3ccccc3)[nH]n(-c3ccc([N+](=O)[O-])cc3)c2=O)cc1,-7,-4,x
CCOCCCNC(=O)c1cc(NC(=O)c2ccc(Cl)c([N+](=O)[O-])c2)ccc1N1CCC(C)CC1,-7,1,-5

# The list goes on:
SMILES,hcGAS inh,NPYLR7 ag,mcGAS inh
OCCN1CCN(c2ncnc3nc[nH]c23)CC1,-4,8,x
COCCNC(=O)CN(Cc1ccccc1)C(=O)c1cc(-c2cc(C)ccc2C)on1,-9,x,-5
Cc1nc2ccccc2nc1COC(=O)C1CC(O)CN1C(=O)C12CC3CC(CC(C3)C1)C2 (stereo not given),-7,10,x
COc1cccc(CSc2nnc(C(C)NC(=O)c3ccccc3Br)n2-c2ccc(C)cc2)c1 (stereo not given),-8,0,-6
CNc1cc(-c2ccc(CN3CCOCC3)cc2)ncn1,-8,1,x
CCC(CO)(NCc1ccc(C)c(C)c1)c1ccccc1 (stereo not given),-4,-16,x
C=CCNC(=O)c1cnc(-c2ccc3c(c2)OCO3)nc1Nc1ccccc1F,-1,x,-3
O=C1NCCN(CC2CCCCC2)C1CC(=O)N1CCN(C2CCCC2)C(=O)C1 (stereo not given),-6,-5,x
O=C1OC(/C=C/c2ccc(Cl)cc2)=NC/1=C/c1cccc(F)c1,3,-7,5
CCOC(=O)c1cc(-c2ccc(N3CCN(C(=O)Cc4cccs4)CC3)cc2)n(-c2cccc(F)c2)n1,-3,15,-2
CC(OCC(O)CN1CCCCCCC1)c1ccc(Cl)cc1 (stereo not given),-16,1,x
CCC(NC(=O)c1cc(C)oc1C)c1ccccc1 (stereo not given),-2,-4,x
O=C1CCCc2occ(C(=O)N3CCc4c(nc(-c5ccccc5)[nH]c4=O)C3)c21,-2,4,x
CCn1c(CCC(N)=O)nn(CN2CCc3cc(OC)c(OC)cc3C2)c1=S,-3,12,x
CCNc1nc(C)c(C(=O)N2CCC(O)(c3ccc(C)cn3)CC2)s1,-5,2,x
CCCCN(CC(=O)N(CCc1c[nH]c2ccccc12)Cc1ccccc1)C(=O)C(C)(C)CCl,-4,20,-4
Cc1ccn2c(=O)c(NC(=O)Cc3ccc(-c4ccccc4)cc3)c(C)nc2c1,-14,7,x
COc1ccc(C(C)=O)cc1CN1C(=O)C(C)ON=C1c1ccc[nH]1 (stereo not given),-4,5,x
CSc1cccc(CN2CCCC(CNC(=O)c3cc(C)on3)C2)c1 (stereo not given),-7,-5,x
CCN1CCN(CC(=O)N(C)CC2CCCN(CCc3ccccc3C)C2)CC1 (stereo not given),-6,3,x
CC(=O)CC1(O)C(=O)N(Cc2ccc(C)cc2)c2c(C)cccc21 (stereo not given),-3,15,x
CC(NC(=O)C1CCN(CCOc2ccc(F)cc2)CC1)c1cccc2ccccc12 (stereo not given),-5,0,-3
COc1ccc(-c2ccccc2C(N)=O)c2ccc(C)nc12,-1,x,-9
CCCCNC(=O)N(Cc1c(C)nn(-c2ccccc2)c1N1CCN(CC)CC1)C1CC1,-7,5,-3
NC(=O)C1=COC2=NC(=O)N(Cc3ccccc3)CCN12,-10,-1,x
CC(=O)c1ccc(N2C(=O)[C@@H]3CN(S(C)(=O)=O)CCN3C2=O)cc1,-4,-6,-9
CC1CCN(c2ccc(NC(=O)Nc3cc(C(F)(F)F)cc(C(F)(F)F)c3)cc2C(=O)NC(C)c2ccccc2)CC1 (stereo not given),-18,-11,-5
Cc1sc2nc(C3CC3)nc(N3CCN(C(=O)Nc4ccc(F)cc4F)CC3)c2c1C,8,-4,4
Cc1nc(CNc2nncc(-c3ccccc3)n2)nc2c1CCCC2,-1,-1,-3
COc1ccc(-c2nc3ccc(C)cn3c2NC(=O)C2CCCC2)cc1OC,-3,-6,-2
CCN(CC)C(=O)C(C1CCCC1)N1CCN(C(=O)c2ccc(F)cc2)CC1 (stereo not given),-4,-4,-3
COc1ccc(Cn2ccc3c(nnc4c(-c5ccc(Cl)cc5)cnn43)c2=O)cc1,-16,2,x
CC(C)(C)c1ccc(C(=O)N2CCC2(C)C(=O)NCC(F)(F)F)cc1 (stereo not given),-8,5,-6
